LAP4-GFP MLPCN: alters LAP4-GFP fluorescence in TOR pathway yeast screen; S. cerevisiae LAP4-GFP multiplex, flow cytometry GFP, 3 h; median GFP as percent of DMSO wells; GFP response vs DMSO, % at 10 µM; 320,000 compounds, 0.34% hits; AID 2023;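 active = GFP response vs DMSO above a set limit, about the screen mean plus 3 SD, cut at about 150% in these data; inconclusive = under 70 cell events counted for the yeast strain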
MEP2 TOR yeast: alters MEP2-GFP fluorescence in TOR pathway yeast screen; 330,000 compounds, 0.51% hits; GFP response vs DMSO, % at 10 µM; AID 2016; S. cerevisiae MEP2-GFP strain, flow cytometry GFP, 3 h; 100% = DMSO control level;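 active = GFP response versus DMSO above a set limit, roughly screen mean plus 3 SD, cut at about 180% in these data; inconclusive = fewer than 70 cells counted for a yeast strain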;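 note: median GFP fluorescence of the barcode-gated MEP2-GFP cells per well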
GRK2 inh: blocks RNA aptamer binding to human GRK2; AID 488847; P25098; bead flow cytometry, FAM-aptamer displacement from GRK2; inhibition of aptamer binding, % at 10 µM; 330,000 compounds, 0.59% hits;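 active = inhibition of aptamer binding above 40%, roughly 3 SD of noise, on plates passing a quality check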;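 note: median bead fluorescence of bound FAM aptamer so fluorescent compounds give negative values; no value below 0 was filed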
Target sequence (P25098 whole entry, looked up): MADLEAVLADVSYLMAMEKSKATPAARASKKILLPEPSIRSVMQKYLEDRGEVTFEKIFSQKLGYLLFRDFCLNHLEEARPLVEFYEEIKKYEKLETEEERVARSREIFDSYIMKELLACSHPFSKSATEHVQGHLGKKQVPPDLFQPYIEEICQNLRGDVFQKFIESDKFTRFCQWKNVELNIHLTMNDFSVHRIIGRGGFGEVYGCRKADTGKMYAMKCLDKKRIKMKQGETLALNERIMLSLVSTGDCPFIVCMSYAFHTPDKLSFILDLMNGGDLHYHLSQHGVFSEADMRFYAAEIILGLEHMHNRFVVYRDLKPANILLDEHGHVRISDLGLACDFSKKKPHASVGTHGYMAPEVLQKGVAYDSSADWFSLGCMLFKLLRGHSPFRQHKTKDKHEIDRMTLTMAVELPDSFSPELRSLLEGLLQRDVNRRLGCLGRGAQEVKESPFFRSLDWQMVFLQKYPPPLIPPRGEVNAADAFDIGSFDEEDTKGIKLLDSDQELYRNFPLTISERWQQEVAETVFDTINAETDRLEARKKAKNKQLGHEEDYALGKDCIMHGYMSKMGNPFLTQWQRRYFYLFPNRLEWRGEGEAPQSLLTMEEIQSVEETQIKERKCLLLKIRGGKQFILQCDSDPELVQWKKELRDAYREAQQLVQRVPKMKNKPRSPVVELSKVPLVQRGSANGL
AGP1 TOR yeast: yeast TOR pathway AGP1-GFP modulation. GFP response vs DMSO, % at 10 µM. 320,000 compounds, 0.02% hits. S. cerevisiae AGP1-GFP multiplex flow cytometry, 3 h; GFP as percent of DMSO wells;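 active = GFP response relative to DMSO above a set limit, near screen average plus 3 SD, cut at about 150% in these data; inconclusive = fewer than 70 cells counted for the yeast strain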;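 note: median GFP channel fluorescence of the gated AGP1 strain per well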
VLA-4 inh: inhibition in a human VLA-4 binding assay; VLA-4 expressing cells, ligand binding flow cytometry; 330,000 compounds, 0.2% hits; inhibition, % (about 7 µM as worked out from the volumes in the protocol); in the data active = inhibition above about 50%
RPL19A TOR yeast: yeast TOR pathway RPL19A-GFP modulation; AID 2025; 330,000 compounds, 0.3% hits; percent response vs DMSO, % at 10 µM; S. cerevisiae RPL19A-GFP strain, flow cytometry, 3 h; hits give low values;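 active = percent response vs DMSO below 50%; inconclusive = fewer than 70 events counted for the yeast strain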;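 note: median channel GFP fluorescence of the barcoded RPL19A-GFP strain; ratio of sample median GFP to plate DMSO average so 100% = DMSO; lower means less RPL19A-GFP as with rapamycin TOR inhibition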
CIT2-GFP yeast: modulators of TOR pathway CIT2-GFP in S. cerevisiae | 320,000 compounds, 0.065% hits | GFP response vs DMSO, % at 10 µM | S. cerevisiae CIT2-GFP strain, flow cytometry, 3 h; 100 means same as DMSO wells;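 active = GFP response relative to DMSO above a set limit, near the screen mean plus 3 SD, cut at about 150% in these data; inconclusive = Fewer than 70 cells measured for a yeast strain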;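 note: ratio of well median GFP fluorescence to mean of DMSO wells on the plate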
GASC-1 inh: blocks human GASC-1 demethylase activity | Q9H3R0 | GST-JMJD2C(1-420) H3K9me3 demethylation, DELFIA europium | inhibition, % at 2.35 µM | 330,000 compounds, 0.069% hits | AID 2099;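 active = more than half of a compound's replicate wells show inhibition beyond 50%, single wells judged on their own value; inconclusive = some, but no more than half, of replicates pass 50% inhibition; inactive = no replicate passes 50% inhibition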;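 note: signal counts dimethyl H3K9 product captured on neutravidin plate; 0% = median of DMSO wells and 100% = 0.3 times that DMSO median; strong numbers were not always called active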
Target sequence (Q9H3R0 1-420 limits assumed): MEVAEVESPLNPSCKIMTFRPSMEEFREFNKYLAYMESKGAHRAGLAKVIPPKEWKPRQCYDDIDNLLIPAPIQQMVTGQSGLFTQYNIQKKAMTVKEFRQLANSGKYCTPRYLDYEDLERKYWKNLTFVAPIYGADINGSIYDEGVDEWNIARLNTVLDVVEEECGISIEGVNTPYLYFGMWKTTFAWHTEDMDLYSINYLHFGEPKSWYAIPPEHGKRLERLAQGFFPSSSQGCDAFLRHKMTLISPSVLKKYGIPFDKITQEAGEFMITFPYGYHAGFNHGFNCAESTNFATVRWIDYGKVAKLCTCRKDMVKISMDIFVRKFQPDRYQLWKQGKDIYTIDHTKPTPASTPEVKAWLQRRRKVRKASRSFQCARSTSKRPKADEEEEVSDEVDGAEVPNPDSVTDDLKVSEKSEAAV
Starred values were filed as active, the others as inactive; i = inactive; u = inconclusive; x = not tested or not shown; & = joins results of further samples. Hits appear at their usual frequency, and some 1.7% of all compounds hit somewhere here.

SMILES	LAP4-GFP MLPCN	MEP2 TOR yeast	GRK2 inh	AGP1 TOR yeast	VLA-4 inh	RPL19A TOR yeast	CIT2-GFP yeast	GASC-1 inh
CN(c1ccc(OCC(=O)Nc2nc(-c3ccccc3)cs2)cc1)S(=O)(=O)c1ccc(F)cc1	104	114	0	115	-13	104	103	5
CCC1CCCCN1CCCNC(=O)c1cn(CC)c2ccc(S(=O)(=O)N(C)C3CCCCC3)cc2c1=O (stereo not drawn)	91	106	0	95	-3	94	97	u
CCC(C)N(C(=O)COC(=O)CSc1ccc(C)c(C)c1)C1CCS(=O)(=O)C1 (stereo not drawn)	102	103	0	100	10	98	103	4
COc1cccc(OCc2cc(C(=O)N3CCN(C(=O)c4ccco4)CC3)no2)c1	95	97	6	95	28	95	92	-5
CCOC(=O)c1cc(-c2ccccc2)sc1NC(=O)C(C)N1C(=O)c2ccccc2C1=O (stereo not drawn)	89	99	1	94	4	100	98	-2
NS(=O)(=O)c1ccc(CCNC(=S)NC2CCCCC2)cc1	109	107	0	108	9	101	93	0
C=CCOc1ccc(CNC(C)(C)CO)cc1OCC	100	100	0	99	3	97	98	-7
CCc1[nH]nc(C(=O)N2CCCC(CO)(Cc3ccc(F)cc3F)C2)c1C (stereo not drawn)	102	104	1	105	-2	105	99	10
CCN(CC(=O)Nc1c(F)cccc1F)C(=O)CN1C(=O)NC2(CCCC2)C1=O	103	98	2	108	6	99	83	-3
COc1cccc(/C=C2\Oc3cc(OCC(=O)N4CCCCC4)ccc3C2=O)c1OC	115	104	0	101	-131	100	93	5
CCN1CCN(C(=O)c2cc(-c3cccnc3)nc3ccc(Br)cc23)CC1	106	101	2	105	-4	103	106	30
O=C(CSc1nc2ccccc2[nH]1)Nc1nc(-c2ccccc2)c(-c2ccccc2)o1	87	105	0	93	-3	102	103	-4
COc1ccc(-c2nc3ccccc3n2OC(C)C(=O)O)cc1 (stereo not drawn)	103	95	0	96	-2	92	88	i
Cc1cc([N+](=O)[O-])ccc1NC(=O)Nc1ccc(F)cc1F	171*	109	0	52	-6	59	71	-8
CCc1ccc(NC(=O)C2CCN(S(=O)(=O)c3c(C)noc3C)CC2)cc1	103	106	2	102	-1	101	100	0
CCN(c1ccc(NC(=O)COC(=O)c2cc3ccccc3oc2=O)cc1)C(C)C	92	104	0	105	5	103	102	-9
COc1ccccc1NC(=O)N1CCN(CCc2ccccc2)CC1	106	111	1	103	-1	108	98	-14
Cc1cc(O)c(Oc2cc(C)cc(O)c2O)c(O)c1	108	100	4	102	12	99	98	-1
CCOC(=O)C(=CNc1cc(OC)ccc1-n1cccc1)C(=O)OCC	111	98	0	100	0	100	102	0
O=C(Cc1ccc(Br)cc1)OCC(=O)N1CCc2ccccc2C1	98	104	46*	95	1	108	93	3
CCC1(C)Cc2ccccc2-c2nc(NCCCO)[nH]c(=O)c21 (stereo not drawn)	92	102	1	107	7	102	88	-3
NC(=S)Nc1ccc2cn[nH]c2c1	94	90	0	93	0	94	92	-38
COc1ccc(N2CCN(c3cc(=O)n(Cc4ccc(F)cc4)c(=O)[nH]3)CC2)cc1	99	97	0	102	3	103	97	25
CCCCNC(=O)c1ccccc1Cl	94	100	0	95	11	100	95	31
CC(C)c1ccc(NS(=O)(=O)c2cccc3cccnc23)cc1	94	109	0	100	-2	106	101	14

Later entries:
SMILES	LAP4-GFP MLPCN	MEP2 TOR yeast	GRK2 inh	AGP1 TOR yeast	VLA-4 inh	RPL19A TOR yeast	CIT2-GFP yeast	GASC-1 inh
Cc1ccc(C)c(NS(=O)(=O)c2csc(C(N)=O)c2)c1	90	106	2	96	8	105	99	-1
CCOc1ccc(NC(=O)CN(C)C(=O)c2cc(-c3ccncc3)nc3ccccc23)cc1OCC	98	99	0	106	-4	100	96	1
Cc1sc2ncn(CC(=O)NCCCC(=O)N3CCN(c4ccccn4)CC3)c(=O)c2c1C	98	108	5	101	-7	98	95	-7
O=c1cc(CSc2ccc(S(=O)(=O)N3CCCCC3)cn2)nc2sccn12	125	114	0	115	-2	103	110	-2
Cc1cc(C)cc(SCc2noc(C(=O)NCCN(C)C)c2C(=O)NCCN(C)C)c1	107	86	0	68	17	90	62	-4
COc1cc(C(C(=O)NC2CCCCC2)N(CCN2CCOCC2)C(=O)C2COc3ccccc3O2)cc(OC)c1OC (stereo not drawn)	95	95	1	100	3	101	104	6
CC(=O)N(CC1CCCO1)c1nnc(-c2cnccn2)s1 (stereo not drawn)	97	99	0	106	3	106	103	-12
O=C(c1ccco1)N(Cc1cccc(F)c1)C1CCS(=O)(=O)C1 (stereo not drawn)	94	107	3	107	-15	109	114	-8
O=C(O)C1=C(OCc2ccccc2)C(=O)NCC1	98	111	0	101	3	103	x	28
O=C(CSc1nc2ncc(Br)cc2[nH]1)Nc1ccc2c(c1)OCO2	106	106	0	106	19	101	99	-1
COc1ccc(-c2cc(Cl)cc3c(=O)c4ccccc4n(C)c23)cc1F	124	99	0	85	18	94	68	-1
CC(=O)N1CCN(c2ccc(NC(=O)c3ccc4c(c3)OCO4)cc2)CC1	103	100	4	105	19	102	93	7
CCOc1cc(/C=C2\N=C(SCC)SC2=O)cc([N+](=O)[O-])c1OC(C)=O	89	128	2	99	20	98	112	7
CCOc1ccc(C(=O)Nc2cc(=O)n(C)c(=O)n2C)cc1	104	100	0	105	14	102	101	1
CCc1ccccc1N1C[C@@]23C=C[C@@H](O2)C(C(=O)OCC(C)C)[C@H]3C1=O (stereo partly drawn)	97	99	1	102	6	101	111	-8
CC1=Nn2c(nnc2-c2ccc(F)cc2)SC1	88	93	0	95	-4	96	96	-9
CC1=C(/C=C/C(C)=C/C=C/C(C)=C/C(=O)O)C(C)(C)CCC1	112	99	0	91	-8	102	88	-13&-1
CCOc1ccc2nc(Cl)c(CN(C(=O)c3cnccn3)C3CCCC3)cc2c1	98	95	3	94	3	94	75	-9
O=C1c2ccccc2-c2nc3ccccc3n21	84&90	96&97	0&0	99&101	2&-5	100&99	96&103	-7&26
COc1ccc(-n2nnc3c(=O)n(CC(=O)OCc4ccccc4)cnc32)cc1	98	102	0	101	4	99	104	-7
COc1ccc(CC(=O)Nc2ccc(S(=O)(=O)Nc3nccs3)cc2)cc1	83	103	0	99	14	104	102	11
Fc1ccc(NC(=S)N/N=C/c2ccc(F)c(F)c2)c(F)c1	111	109	3	101	12	96	90	0
CC(=O)N/C(=C\c1ccc(Cl)cc1)C(=O)O	95	99	0	98	9	92	92	2
CCOC(=O)c1c(CN2CCOCC2)n(-c2ccccc2)c2cc(Br)c(OC)cc12	107	103	6	104	-14	100	101	2
O=C(NC1CC1)c1cc2c(F)cccc2s1	94	104	0	99	-1	105	100	-11

Additional records
SMILES	LAP4-GFP MLPCN	MEP2 TOR yeast	GRK2 inh	AGP1 TOR yeast	VLA-4 inh	RPL19A TOR yeast	CIT2-GFP yeast	GASC-1 inh
COc1ccc(S(=O)(=O)N/N=C(/C)c2ccco2)cc1	104	101	2	103	-10	102	106	-4
Cc1cc(C)c2oc(=O)cc(CN3CCC(C)CC3)c2c1	87	97	0	93	0	101	96	3
Cc1ccc(NC(=S)N2CCC(NC(=O)c3ccco3)CC2)cc1C	103	109	0	108	2	106	99	2
O=C(NCCc1ccccc1)c1cccnc1N1CCCCCC1	101	105	0	104	14	100	100	6
CCc1cc(C(=O)Nc2cc(Cl)ccc2N2CCN(C)CC2)sc1C	121	90	0	102	5	87	74	-1
C/C(=N\NC(=O)C(=O)Nc1c(C)n(C)n(-c2ccccc2)c1=O)c1ccc(Cl)s1	124	123	0	132	1	119	122	1
COc1ccc(/C(N)=N/OC(=O)c2ccco2)cc1	105	99	0	100	-8	102	108	-14
CCOC(=O)CSc1nc2c(sc(=S)n2Cc2ccco2)c(=O)n1-c1ccc(F)cc1	95	94	1	97	4	95	104	-4
COc1cccc(C(=O)N2CCN(Cc3ccccn3)CC2)c1	91	102	0	92	-9	102	98	-22
O=C1c2cccc3c([N+](=O)[O-])ccc(c23)C(=O)N1c1nccs1	149	218*	6	89	-75	109	126	-5
CCOC(=O)CNc1nc(Cl)nc(N2CCCCC2)n1	107	91	1	103	-12	91	91	-2
Cc1nc(C(F)(F)F)ccc1C(=O)Nc1ccccc1F	108	98	0	111	3	94	92	-15
O=S(=O)(c1ccccc1)N(Cc1ccccn1)Cc1ccccn1	86	107	2	94	-14	105	104	-41
CN(CC(=O)Nc1ccc(Cl)c(C(F)(F)F)c1)C(=O)C1CCCO1 (stereo not drawn)	102	99	6	102	15	100	91	-7
O=C(CCCn1c(=O)oc2ccccc21)NC1CCCCCC1	97	106	0	97	-11	111	107	0
Cc1cc2oc3ccc(NCCC4CCCN4C)cc3c(=O)c2cc1C (stereo not drawn)	141	107	3	33	-74	95	73	14
COc1ccc(C(=O)N/N=C(\C)CC(=O)Nc2cccc(C(F)(F)F)c2)cc1	112	103	0	108	6	96	89	0
O=C(NCn1ccc(=O)[nH]c1=S)c1ccccc1	110	107	0	113	1	107	109	-29
Cc1ccc(CN2C(=O)c3ccccc3NC2c2ccccn2)cc1 (stereo not drawn)	107	104	4	108	0	103	101	7
NNC(=O)c1ccc(-c2cccc([N+](=O)[O-])c2)o1	102	70	3	88	0	93	92	-6
Cc1cc2c(cc1S(=O)(=O)N1CCN(c3cccc(C(F)(F)F)c3)CC1)OCC(=O)N2	86	109	0	95	-13	104	107	-7
CCNC(=O)c1sccc1-n1cccc1	91	100	1	101	1	104	x	-15
CCn1cc(C(=O)OC)c(=O)c2ccc(C)nc21	102	105	0	113	2	104	117	-5
N/C(Cc1ccc([N+](=O)[O-])cc1)=N\OC(=O)c1ccccc1Br	115	111	2	92	-4	105	105	19
CCN(CC)S(=O)(=O)c1ccc(/C=C/C(=O)OCC(=O)Nc2ccc(C(N)=O)cc2)cc1	103	101	0	54	5	104	109	-9

Additional structures.
SMILES	LAP4-GFP MLPCN	MEP2 TOR yeast	GRK2 inh	AGP1 TOR yeast	VLA-4 inh	RPL19A TOR yeast	CIT2-GFP yeast	GASC-1 inh
COc1cc(/C=C2/C(=N)N3N=C(CC(=O)N4CCOCC4)SC3=NC2=O)ccc1OC(C)c1ccccc1 (stereo not drawn)	103	109	1	107	26	103	106	9
Cc1cc2c(ncn2Cc2ccccc2)c(N)c1C	113	102	0	103	8	98	93	1
COc1cccc(NC(=O)c2ccc(NC(=O)C(C)C)cc2)c1	103	101	0	101	13	95	99	-1
COc1ccc(CN2CCNC(=O)C2CC(=O)N(C)Cc2ccon2)c(F)c1 (stereo not drawn)	98	98	0	97	4	97	99	-21
Cc1ccc(-c2nc(CC(=O)Nc3cccc(S(=O)(=O)NC4=NCCC4)c3)cs2)cc1	106	106	1	107	4	100	96	2
Cc1ccc(/C=C2\SC(=O)N(CCNC(=O)C3CSC4(C)CCC(=O)N34)C2=O)cc1 (stereo not drawn)	100	95	1	111	2	96	108	-5
CCCCC[C@H](O)/C=C/[C@@H]1[C@@H](C/C=C\CCCC(=O)OC)[C@@H](O)C[C@H]1O	95	93	6	87	43	98	86	-17
CCOC(=O)C1=C(C)Nc2ccccc2N=C1NC(=O)Cc1ccc(Cl)c(Cl)c1	108	102	0	106	-5	98	98	-5
O=C(OCCOc1ccccc1)c1n[nH]c2ccccc12	111	110	78*	104	6	122	113	-3
